Screens deposited in PubChem BioAssay by National Center for Advancing Translational Sciences (NCATS).
D3 ag: agonists of human D3 dopamine receptor; D3R DiscoveRx beta-arrestin cells, luminescence, 90 min; max activation, %; hit rate 0.58% among 410,000; in the data active = max activation above about 30%; note: 0% is about no effect; mostly tested at two doses, the higher about 12 µM
Target sequence (P35462 whole entry, looked up): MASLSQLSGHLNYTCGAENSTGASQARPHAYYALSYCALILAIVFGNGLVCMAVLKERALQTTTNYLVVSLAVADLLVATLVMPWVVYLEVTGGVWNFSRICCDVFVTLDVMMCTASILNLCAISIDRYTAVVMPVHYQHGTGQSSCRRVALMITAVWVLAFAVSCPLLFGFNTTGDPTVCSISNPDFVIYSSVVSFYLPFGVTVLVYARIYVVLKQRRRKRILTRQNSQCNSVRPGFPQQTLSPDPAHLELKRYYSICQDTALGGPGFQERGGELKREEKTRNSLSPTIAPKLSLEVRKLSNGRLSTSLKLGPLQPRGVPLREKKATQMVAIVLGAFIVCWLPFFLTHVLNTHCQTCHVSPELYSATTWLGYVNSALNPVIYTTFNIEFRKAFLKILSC
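Cells at 1500/well, incubated overnight, then treated with pinned compounds (dopamine as control) for 90 min at 37 degrees C. DiscoveRx reagent added for 30 - 60 minutes at room temperature; luminescence read.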
HEK293 tox: cytotoxicity in counter-screen for GLP-1R inverse agonists | HEK293 cAMP-luciferase reporter cells, luminescence, 24 h | Potency, µM (titrated, usually from 38.3 µM), inactives show at the highest dose activity change, negative = inhibition, actives largely listed as inhibitors | hit rate 0.13% among 410,000;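 note: loss of luciferase light is scored as toxicity; potency is the fitted concentration of half-maximal effect; % is set by controls: 0 for no effect and ±100 for the full control effect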
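Quantitative HTS format, 1536 wells, 200 cells/uL seeded. Compounds: 23 nL, 24 h, 37 °C. Detection: luciferase reagent, luminescence at 12 min RT; decreased signal taken as cytotoxic.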
DRD3 antagonist: blocks the human D3 dopamine receptor. D3R cells, DiscoveRx beta-arrestin luminescence, antagonist mode; active compounds read low. max response, negative = inhibition, %. hit rate 2.5% among 360,000; in the data active = max response below about -50%; inconclusive = no clear call, values can overlap the other calls; note: % is set by controls: 0 for no effect and ±100 for the full control effect; mostly tested at two doses, the higher about 12 µM
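Cells plated overnight at 1500 cells/well, then exposed to library compounds with dopamine controls for 90 minutes at 37 degrees C. DiscoveRx reagent added for 30–60 minutes at room temperature; luminescence read, quantitative HTS format.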
GLP1R ag: GLP-1 receptor (human) agonism; P43220; AID 624172; HEK293 GLP-1R CRE-luciferase, luminescence, 4-6 h; cells express a hypersensitive GLP-1R form; Potency, µM (top dose mostly 45.6 µM), for inactives: at the top dose activation, usual class: activators; hit rate 0.007% among 380,000; note: potency is the fitted concentration of half-maximal effect; % of control where 0% means no effect
PI5P4K alpha inh: PI5P4K alpha (human) kinase inhibition. P48426. PI5P4Kalpha enzyme, ADP-Glo luminescence, 60 min; active compounds read low. max response, %. hit rate 1.2% among 330,000. AID 652105; active = max response of -50% or lower; inconclusive = between -30% and -50%; inactive = -30% or higher; note: value at the top dose of about 77 µM; % is set by controls: 0 for no effect and ±100 for the full control effect
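qHTS, 1536-well: enzyme/substrate mix, compound by pin tool, 5 microM ATP final; RT 60 min; ADP-Glo reagents 1 (45 min) then 2 (30 min); luminescence.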
IL2 activator: activators of IL-2 | IL-2 activation reporter assay, cell-based qHTS; stimulated with anti-CD3/CD4/CD28 beads; in transgenic mouse T cells | activation, % (series mostly up to about 46 µM) | hit rate 0.065% among 360,000; in the data active = activation above about 50%; inconclusive = mostly about 30% to 49%; note: 0% is about no effect
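Unstimulated transgenic mouse T cells; 60-min compound exposure; bead-based TCR/CD4/CD28 stimulation; 18 h culture, 37 degrees C; dual fluorescence (EGFP, DsRed) plate cytometry.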
GLP1R inv ag: GLP-1 receptor (human) inverse agonism. P43220. HEK293 GLP-1R CRE-luciferase, luminescence, 24 h; GLP-1R form is constitutively active. Potency, µM (series often up to 38.3 µM), for inactives: at the highest dose activity change, negative = inhibition, most hits filed as inhibitors. hit rate 1.6% among 410,000. AID 624417; note: potency is the fitted concentration of half-maximal effect; % is set by controls: 0 for no effect and ±100 for the full control effect; nearly all actives have a fitted effect of over 55% in size
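Constitutively active GLP-1R drives a cAMP-responsive luciferase in stably transfected HEK293 cells; test compounds are added after overnight (12 h) attachment and left 24 hr, and signal loss in luminescence marks inhibition.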
WRN helicase inh: WRN helicase (human) inhibition; Q14191; WRN helicase unwinding, fluorescent forked duplex, kinetic; Potency, µM (highest dose often 114 µM), for inactives: top-dose activity change, negative = inhibition, most hits filed as inhibitors; hit rate 0.46% among 360,000; note: potency is the fitted concentration of half-maximal effect; % is set by controls: 0 for no effect and ±100 for the full control effect; nearly all actives have a fitted effect of over 55% in size
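WRN at 20 nM final was preincubated with compound for 15 min at room temperature; reaction started with 100 nM forked duplex oligonucleotide carrying fluorophore and quencher plus 2 mM ATP (final). Unwinding followed kinetically by red fluorescence (ex 525/em 598 nm).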
PLK1 PBD block: inhibitors of human PLK1 polo-box domain binding; Plk1 PBD binding of FITC phosphopeptide, fluorescence polarization; AID 720504; P53350; hit rate 2.8% among 360,000; Potency, µM, inactives show max response, negative = inhibition, most hits filed as inhibitors; note: potency is the fitted concentration of half-maximal effect; series mostly up to about 57 µM; % is set by controls: 0 for no effect and ±100 for the full control effect; nearly all actives have a fitted effect of over 65% in size
Target sequence (P53350 whole entry, looked up, the tested form may be a part): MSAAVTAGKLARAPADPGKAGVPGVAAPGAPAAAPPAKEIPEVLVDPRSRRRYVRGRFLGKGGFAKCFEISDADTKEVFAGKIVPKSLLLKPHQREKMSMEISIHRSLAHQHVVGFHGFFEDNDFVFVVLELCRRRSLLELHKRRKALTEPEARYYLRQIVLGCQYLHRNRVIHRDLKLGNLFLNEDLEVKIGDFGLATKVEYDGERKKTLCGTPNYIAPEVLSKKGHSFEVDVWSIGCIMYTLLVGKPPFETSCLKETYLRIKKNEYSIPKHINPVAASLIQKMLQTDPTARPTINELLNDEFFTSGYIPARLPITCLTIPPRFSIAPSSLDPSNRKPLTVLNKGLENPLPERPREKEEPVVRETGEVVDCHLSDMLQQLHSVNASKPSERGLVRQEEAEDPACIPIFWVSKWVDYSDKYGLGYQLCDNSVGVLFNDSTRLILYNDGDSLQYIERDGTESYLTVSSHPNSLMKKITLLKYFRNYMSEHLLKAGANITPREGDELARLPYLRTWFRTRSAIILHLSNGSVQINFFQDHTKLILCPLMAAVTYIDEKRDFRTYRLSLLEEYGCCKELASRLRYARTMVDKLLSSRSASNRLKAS
An asterisk follows results filed as active; ? = inconclusive; . = not tested or not shown; & = joins results of further samples; [ ] = remark or other dose. Unless noted, calls come from the whole dose curve; as a rule, active = well fitted curve in the direction sought with a large enough effect; inconclusive = small, poorly fitted or top-dose-only effect, or another doubt; inactive = no such curve, though single readings can be large; an effect the other way counts as inactive or inconclusive.

SMILES	D3 ag	HEK293 tox	DRD3 antagonist	GLP1R ag	PI5P4K alpha inh	IL2 activator	GLP1R inv ag	WRN helicase inh	PLK1 PBD block
CCOC(=O)COc1cccc2c(=O)n(CC(=O)NCc3ccccc3)ccc12	-7	12%	-13	22%	-1	0.0	-45%	-10%	-2%
Cc1nc(NC(=O)CCCC(=O)Nc2nc(C)c(C)s2)sc1C	1	5%	4	-3%	.	0.0	-6%	-5%	-12%
O=C(CCl)Nc1ccccc1C(=O)c1ccccc1	2	-18%	-1	0%	-2	-0.5	?	-14%	-12%
CSc1nsc(SCC(=O)Nc2nc3ccc(C)cc3s2)n1	0	7%	-7	-3%	-1	-4.1	-6%	-4%	-9%
Cc1cccc(OCC(=O)NCC(=O)N/N=C/c2cc(Br)cc(Br)c2O)c1	-25	26%	-81*	7%	-21	-1.1	?	?	-5%
Clc1ccc2[nH]c3c(N4CCC5(CC4)OCCO5)ncnc3c2c1	1	?	34	-13%	-4	-3.5	?	-16%	?
CC(C)Cc1nnc(NC(=O)CC(C)c2ccccc2)s1 (stereo not given)	5	1%	-2	2%	-6	-0.5	?	0%	-15%
COc1ccc(NS(=O)(=O)c2ccc(N3CCCC3)c(NC(=S)Nc3cccc(C)c3C)c2)cc1	15	-25%	16	0%	-27	2.9	-18%	-16%	3.8µM*
Fc1ccccc1CCNc1nnnn1-c1ccccc1	2	-2%	-78*	4%	1	-0.3	?	-5%	-2%
COc1ccc(-c2coc3cc4oc(=O)c5ccccc5c4cc23)cc1F	-7	?	11	1%	-4	0.2	-26%	-17%	-2%
COc1ccc(/C=C2\CCC(C3CCCC3)C2=O)cc1OC (stereo not given)	13	18%	8	9%	5	-2.0	44%[activator]	4%	-1%
CCOc1ccc(/C=N/NC(=O)NC23CC4CC(CC(C4)C2)C3)cc1O	9	-25%	19	25%	0	-0.2	?	-7%	-1%
O=C(CCc1ccccc1)NCc1ccncc1	0	3%	-12	4%	3	-0.1	9%	6%	-1%
CCCCNC(=O)CC1N=C2c3ccccc3N=C(SCC(=O)Nc3ccc(OC)cc3)N2C1=O (stereo not given)	2	?	0	?	1	-3.2	20%	-2%	-7%
Cc1nn(S(=O)(=O)c2cccs2)c(C)c1Sc1ccc([N+](=O)[O-])cc1	3	8%	9	-2%	1	-1.5	?	-8%	-10%
O=C1CN(C(=O)c2ccc(Br)o2)C(c2ccccc2)c2cc(Br)ccc2N1 (stereo not given)	3	-19%	41	-4%	0	-3.2	7.1µM*	-8%	-7%
O=C(Oc1cc(-c2ccccc2)no1)c1cccc(C(F)(F)F)c1	-4	-2%	5	-20%	-11	-2.4	-4%	-20%[57.1 µM]	-20%
CCOC(=O)c1cc2c(nc1NC(=S)Nc1ccccc1)CC(C)(CC)OC2 (stereo not given)	6	0%	1	2%	4	-4.3	1%	-25%[57.1 µM]	-19%
COC(=O)c1nn2c(C(F)(F)F)cc(-c3ccc(Br)o3)nc2c1Br	0	1%	2	4%	.	13	0%	?	-17%
C[C@H](CO)N1C[C@H](C)[C@@H](CN(C)S(=O)(=O)c2ccc(F)cc2)Oc2ccc(NC(=O)Nc3ccccc3)cc2C1=O	-3	-18%	2	2%	3	-0.3	-24%	-3%	-3%
COc1ccc2cc(CNc3ccccc3)c(=O)n(CC(=O)Nc3ccc(C(C)=O)cc3)c2c1	0	-4%	.	3%	.	.	-2%	.	.
Cc1cccc(NC(=S)NCc2ccc3[nH]c4c(c3c2)CCCC4)c1	-9	-29%	-3	10%	6	-3.2	?	-4%	-12%
CC(C)(C)c1ccc(-c2nnc(-c3ccccc3NC(=O)c3cccc(C(F)(F)F)c3)o2)cc1	5	-7%	.	-1%	.	.	14%	.	.
Cn1cccc1-c1cc(C(=O)N/N=C/c2ccccc2Cl)[nH]n1	-15	-5%	-78*	16%	-15	0.0	-28%	-11%	?
COc1cccc(CCC(=O)N(C)C2CCCN(Cc3ccccc3F)C2)c1 (stereo not given)	-3	-7%	-18	0%	4	-2.1	?	12%	-14%
CC(C)(C)C(=O)Cn1c[n+](N)cn1	-6	64%[activator]	8	-10%	-9	-0.4	11%	-3%	-5%
COc1ccc(NC(=O)c2ccc(NC(=O)CSc3nc(N)cc(=O)[nH]3)cc2)cc1	2	5%	0	0%	-12	0.0	9%	-8%	-10%
Fc1ccc2cnc(-c3ccccc3)c(-c3cc(C(F)(F)F)cc(C(F)(F)F)c3)c2c1	2	-13%	-20	-4%	-4	-1.8	4.5µM*	-25%	9%
C1CCc2nc3c(nc2C1)CCCC3	-5	14%	4	-7%	6	-0.7	13%	-5%	-11%
Cc1cc(C)nc(NS(=O)(=O)c2ccc(NC(=O)C(C)Oc3ccccc3F)cc2)n1 (stereo not given)	29	14%	-1	0%	2	-0.8	3%	-7%	-6%
CNC(=O)C12CC3CC(C1)CC(c1ccc(C)cc1)(C3)C2	-3	0%	5	16%	-3	0.7	-25%	5%	-8%
COc1cc2c(cc1OC)CN(C(=O)CSc1nc3[nH]ncc3c(=O)n1-c1ccccc1)CC2	-2	-15%	6	0%	9	-3.2	33%[activator]	9%	-8%
COc1ccc2c(c1)nc(SCC(=O)c1cccs1)n2C	-8	3%	-9	16%	.	-2.0	50%[activator]	-9%	-24%
COc1cccc(C(=O)NCC(=O)N/N=C/c2cccs2)c1	4	-4%	3	4%	4	-0.3	0%	-4%	-4%
NC(=O)NCCCC(=O)O	4	1%	1	-2%	4	-0.7	9%	-6%	7%
CCOC(=O)N1CCN(C(=O)C(NC(=O)c2ccc(C(C)(C)C)cc2)C(C)C)CC1 (stereo not given)	-14	-5%	0	1%	4	1.0	?	-1%	3%
O=C(NC12CC3CC(CC(C3)C1)C2)c1cc(F)c(F)cc1Cl	-2	-1%	23	-3%	-4	0.0	10µM*	-5%	?
CCOc1ccccc1CNC(=O)C1Cc2cc(S(=O)(=O)N3CCCCC3)ccc2N1C(C)=O (stereo not given)	-6	5%	-18	-2%	6	-0.8	-22%	2%	-3%
O=C(CCCCCNc1nc(=S)[nH]c2ccccc12)NCCc1ccc(Cl)cc1	-10	17%	-23	14%	-19	-2.2	-15%	-29%	-4%
CN1C/C(=C/c2ccsc2)C(=O)/C(=C/c2ccsc2)C1	-12	?	-28	3%	1	-3.1	?	-3%	-3%
C[C@H](CO)N1C[C@H](C)[C@@H](CN(C)S(=O)(=O)c2ccc(F)cc2)OCc2cn(nn2)CCCC1=O	-13	0%	0	-6%	-8	-1.5	0%	9%	-28%
Cc1nc2nc(CSc3nnc(C)s3)cc(=O)n2[nH]1	-9&2	0%&4%	-7&-16	-1%&-4%	-7&1	0.9&-1.6	-14%&-5%	4%&4%	-5%&-3%
CCOc1ccc(NC(=O)c2cccc(NC(=O)c3ccccc3)c2)cc1	0	-19%	-8	0%	6	0.2	-31%	-3%	6%
Cc1ccc(C)c(S(=O)(=O)N2CCN(C(=O)[C@H](Cc3ccccc3)NC(=O)c3ccco3)CC2)c1	-6	-1%	-15	17%	1	0.6	-12%	-2%	-6%
O=C(CCN1CCc2ccccc2C1)Nc1ccc2c(c1)OCO2	-10	-25%	-67*	2%	-12	-1.7	0%	1%	-2%
Cc1cc2nc(NC(=O)c3ccc(S(=O)(=O)N4CCOCC4)cc3)sc2cc1C	-12	1%	.	-3%	.	.	3%	.	.
CC(C)(C)OC(=O)N1CCC(NC(=O)c2[nH]cnc2C(=O)Nc2ccccc2F)CC1	5	-1%	34	-5%	1	-2.9	3%	-6%	-1%
O=C(NCCc1ccccc1)C(=O)NCC1CCCN1S(=O)(=O)c1ccccc1 (stereo not given)	2	?	30	-26%	2	-5.6	?	5%	-2%
OC(c1ccc(Cl)cc1)c1nnc(-c2ccccc2)o1 (stereo not given)	-3	10%	8	20%	0	-0.7	?	5%	-16%
COc1ccc(C(O)Cn2cc([N+](=O)[O-])nc2C)cc1 (stereo not given)	15	0%	8	7%	8	2.4	33%[activator]	-6%	-2%
Cc1cc(C)c(C)c(Oc2ncnc(N)c2[N+](=O)[O-])c1	-4	-2%	4	0%	-5	-1.0	3%	4%	-3%
COc1ccccc1CN(C(=O)c1ccco1)C(C(=O)NC1CCCC1)c1ccncc1 (stereo not given)	-5	-16%	12	-12%	-9	-0.2	1%	-4%	-14%
O=C(CCN1C(=O)/C(=C/C=C/c2ccccc2)SC1=S)Nc1ccccn1	4	-12%[7.66 µM]	17	-1%	-28	-0.9	-26%[7.66 µM]	-9%	-22%
COc1ccc([N+](=O)[O-])cc1NC(=O)CSc1ncccn1	-1	-18%	2	8%	-4	0.9	38%[activator]	10%[57.1 µM]	-1%
CCOc1ccc(-c2nnn(CC(=O)NCc3ccc(F)cc3)n2)cc1OCC	-3	-8%	7	-9%	.	-2.5	7%	4%	-7%
Cc1ccnc2c1ccc1cccnc12	-29	1.6µM*	-95*	4%	6	0.2	?	-13%	-2%
O=C(COc1ccc(S(=O)(=O)NC2CCCCC2)cc1Cl)N1CCN(c2ccccc2)CC1	3	-10%	19	-9%	.	0.1	0%	-7%	-6%
CC(C)(C)OC(=O)Nc1ccc([C@@H](NC(=O)OC(C)(C)C)C(=O)OC(C)(C)C)cc1	11	6%	21	4%	5	1.2	-4%	-2%	0%
CCc1ccccc1NC(=O)CN(C)Cc1c(O)ccc2ccccc12	1	14%	8	1%	-20	5.8	-23%	?	12µM*
Cc1ccc(C)c(N(C)C(=O)c2cc3c(s2)-c2ccccc2OC3)c1	-6	7%	.	10%	.	.	?	.	.
O=C1c2c(-c3ccc(Br)cc3)noc2CCN1Cc1cn(-c2ccccc2)nn1	9	-8%	17	.	9	0.2	?	-5%	-6%
